GPR151 ag: activators of human GPR151, primary screen, cell-based, PathHunter beta-arrestin, luminescence; G-protein coupled receptor 151 (Homo sapiens), Q8TDV0; PathHunter beta-arrestin GPR151 cells; activation, % at 11.2 µM; hit rate 1% among 650,000; AID 1508602, 2020; in the data active = activation above about 4.9%;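 note: 0% = median of compound wells and 100% = cells with positive control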
Target sequence (Q8TDV0 whole entry, looked up): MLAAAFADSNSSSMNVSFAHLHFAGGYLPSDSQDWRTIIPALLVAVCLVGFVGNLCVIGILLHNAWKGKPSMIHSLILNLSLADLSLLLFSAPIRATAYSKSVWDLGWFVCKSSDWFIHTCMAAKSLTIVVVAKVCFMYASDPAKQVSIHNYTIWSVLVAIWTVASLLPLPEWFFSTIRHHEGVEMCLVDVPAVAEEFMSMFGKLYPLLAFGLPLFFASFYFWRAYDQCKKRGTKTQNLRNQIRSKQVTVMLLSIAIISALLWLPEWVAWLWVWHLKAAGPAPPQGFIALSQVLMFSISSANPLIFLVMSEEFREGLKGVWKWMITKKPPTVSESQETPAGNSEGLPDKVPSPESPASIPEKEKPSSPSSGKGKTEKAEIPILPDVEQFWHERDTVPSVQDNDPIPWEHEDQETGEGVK
MITF inh: MITF inhibitors, primary screen, biochemical, AlphaScreen, human. hit rate 0.91% among 650,000. inhibition, % at 2.6 µM. AlphaScreen MITF homodimerization, bead proximity signal; in the data active = inhibition above about 50%;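 note: 0% = vehicle wells with protein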
TEAD-YAP inh: TEAD-YAP interaction inhibition, primary screen, TEAD-YAP interaction inhibitor project, luminescence, HEK-TIYL cells; TEAD-Gal4/YAP UAS-luciferase luminescence; inhibition, % at 9.12 µM; hit rate 1.4% among 640,000; AID 1259422, 2018; in the data active = inhibition above about 32%;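 note: 0% = median of test compound wells and 100% = reference inhibitor wells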
FBW7 activator: FBW7 E3 ligase activators, primary screen, biochemical, AlphaScreen, human | AID 1259310, 2017 | F-box/WD repeat-containing protein 7 (Homo sapiens), Q969H0 | hit rate 0.13% among 650,000 | AlphaScreen FBW7–phospho-cyclin E peptide binding, activator screen | normalized activity (activation), % at 26.1 µM; in the data active = normalized activity above about 1.9%;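 note: purified mutant Fbw7 with reduced substrate affinity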
Target sequence (Q969H0 whole entry, looked up): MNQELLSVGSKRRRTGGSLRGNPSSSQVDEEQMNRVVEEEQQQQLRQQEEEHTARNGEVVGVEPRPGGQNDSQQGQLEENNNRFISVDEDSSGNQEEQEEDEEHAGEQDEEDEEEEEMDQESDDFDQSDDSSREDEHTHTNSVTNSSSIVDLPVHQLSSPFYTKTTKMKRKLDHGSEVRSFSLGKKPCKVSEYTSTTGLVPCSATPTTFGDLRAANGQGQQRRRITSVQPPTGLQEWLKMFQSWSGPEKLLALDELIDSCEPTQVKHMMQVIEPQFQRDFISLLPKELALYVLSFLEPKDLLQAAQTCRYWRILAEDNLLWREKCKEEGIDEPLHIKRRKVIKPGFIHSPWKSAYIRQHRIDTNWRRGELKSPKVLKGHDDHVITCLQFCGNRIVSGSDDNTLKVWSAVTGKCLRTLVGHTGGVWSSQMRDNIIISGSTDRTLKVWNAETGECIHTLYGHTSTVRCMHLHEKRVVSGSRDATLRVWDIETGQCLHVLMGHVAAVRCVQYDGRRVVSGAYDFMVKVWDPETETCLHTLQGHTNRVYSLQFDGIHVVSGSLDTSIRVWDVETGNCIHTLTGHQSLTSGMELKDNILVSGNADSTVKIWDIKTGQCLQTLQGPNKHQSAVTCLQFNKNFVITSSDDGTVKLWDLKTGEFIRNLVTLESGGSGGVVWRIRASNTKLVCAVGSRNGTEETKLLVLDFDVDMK
* hit, by the source's call.

SMILES	GPR151 ag	MITF inh	TEAD-YAP inh	FBW7 activator
O=C(Nc1ccc2oc(-c3cc(Br)ccc3Cl)nc2c1)c1ccc(Br)o1	0.5	-4	3	-0.1
Cc1ccc(OCC(=O)N2CCN(C(=O)Cc3ccccc3)CC2)cc1	-2.1	25	2	0.1
COc1ccc(-c2cc(C(=O)NCc3ccco3)c3ccccc3n2)cc1	-0.6	10	-2	0.1
CC(C)Cc1csc2ncnc(NCCO)c12	0.5	-6	7	-0.1
Cc1cccc(NC(=O)c2cnn3c(C(F)(F)F)cc(-c4ccco4)nc23)c1C	2.7	13	1	0.2
CC1CCN(S(=O)(=O)c2ccc(S(=O)(=O)NCc3cccnc3)cc2)CC1	0.2	9	3	-0.1
O=C(O)Cn1c(=S)[nH]c2ccsc2c1=O	0.5	17	2	0.0
C/C(=N\NC(=O)Cn1ccc(C(F)(F)F)n1)c1cccnc1	-2.1	24	10	0.5
CCOc1ccc(NC(=O)CN2CCN(c3ccccc3F)CC2)cc1	0.0	-1	2	0.0
Cc1cc(=O)oc2cc(NC(=O)Cc3ccc(S(=O)(=O)N4CCOCC4)s3)ccc12	-0.8	-7	5	-0.2
O=[N+]([O-])c1cccc(C2SCCS2)c1	2.3	7	3	-0.1
CCOC(=O)c1c[nH]c2ccc(I)cc2c1=O	1.4	13	7	1.2
COc1cc(OC)c(OC)cc1/C=C/c1nc2cc3ccccc3cc2c(=O)n1-c1ccc(F)c(Cl)c1	-0.3	4	-7	-0.1
COc1cc(C2NC(=O)NC(C)=C2C(C)=O)cc([N+](=O)[O-])c1O (centres undefined)	7.8*	24	9	0.1
Cc1cccc(-n2nc3c(c2NC(=O)C2(c4ccc(Cl)cc4)CCCC2)CSC3)c1C	0.1	-5	8	0.1
Cc1cc(C)nc(SC2CC(=O)N(c3ccc(Br)cc3)C2=O)n1 (centres undefined)	-0.1	11	2	-0.1
COC(OC)c1nc2ccccc2c(=O)[nH]1	-0.9	3	-4	-0.1
CN1CCc2c(C#N)c(N3CCCC3)nc(N3CCCC3)c2C1	-0.9	12	4	-0.3
O=C(/C=C/c1ccccc1)NCCSC1CCCCC1	0.2	0	6	-0.1
CCOC(=O)C1=C(C)N=c2s/c(=C\c3ccc(-c4ccc(C(=O)OC)cc4)o3)c(=O)n2C1c1ccc(F)cc1 (centres undefined)	0.8	21	-10	0.0
CNC(=O)CSc1nnc(COc2ccc(C)cc2)n1C	0.4	-11	-2	-0.2
CC(=O)Nc1cc(N2CCC(C)CC2)c([N+](=O)[O-])cc1Cl	0.7	-10	5	-0.2
Cc1ccc(CNC(=O)C2CC(=O)N(c3cccc(C)c3C)C2)cc1 (centres undefined)	1.9	7	2	-0.1
COc1ccccc1CNC(=O)CCn1nnc2ccccc2c1=O	-0.5	0	10	0.6
Cc1ccc(NC(=O)C2CCN(C(=O)NC3CCCCC3)CC2)cc1	-0.3	8	3	0.0

A few values from above:
MITF inh, C/C(=N\NC(=O)Cn1ccc(C(F)(F)F)n1)c1cccnc1 stands at 24
FBW7 activator, COc1ccccc1CNC(=O)CCn1nnc2ccccc2c1=O stands at 0.6

Later entries:
SMILES	GPR151 ag	MITF inh	TEAD-YAP inh	FBW7 activator
O=C(CN1CCN(C2c3ccccc3-c3ccccc32)CC1)Nc1ccc(F)cc1	0.4	-6	12	0.0
Cc1cccc(C)c1OCCCN1CCNCC1	0.8	36	3	-0.3
N#CCC(=O)N/N=C/c1ccc(SCC(=O)Nc2ccccc2)o1	-0.3	-4	2	-0.1
CC1=CCC2C(=O)N(c3cccc(C(=O)N(C)C4CCCCC4)c3)C(=O)C2C1 (centres undefined)	-1.0	10	10	0.3
O=C(/C=C/c1ccco1)NCc1ccco1	1.5	22	-10	0.0
O=C(CCC1COc2ccccc2O1)Nc1ncc(C(F)(F)F)cc1Cl (centres undefined)	2.1	-1	-6	0.7
O=C(CSc1nc2sc3c(c2c(=O)n1CCc1ccccc1)CCC3)c1ccccc1	-0.7	4	-1	0.1
O=C(c1ccccc1)c1ccc2nc(-c3ccc(NC(=O)c4ccccc4Cl)cc3)[nH]c2c1	-0.7	-1	-29	0.1
O=C(Nc1nc(-c2cc(Cl)sc2Cl)cs1)c1ccc([N+](=O)[O-])s1	-0.8	0	67*	-0.2
COc1ccc(C(=O)NCc2nnc(SCC(=O)N3N=C(c4cccs4)CC3c3ccc(C)cc3)n2C)cc1OC (centres undefined)	-1.8	9	16	0.0
Cc1ccc2cc3c(N)c(C(=O)N4CCCCCC4)sc3nc2c1	-1.2	23	-16	-0.1
O=C(Nc1nc2ccccc2[nH]1)c1cc(F)c(F)cc1Cl	-10	10	54*	0.4
Cc1sc2ncn(/N=C/C=C3\N(C)c4ccccc4C3(C)C)c(=O)c2c1C	-0.9	5	10	0.1
Cc1ccccc1CNC(=O)c1ccccc1N	-0.6	9	7	0.1
CCN(CC)c1ncnc2sc(C(=O)N3CCCc4ccccc43)c(C)c12	0.8	0	0	-0.1
CC(C)(C)c1cc(C(=O)NCCCN2CCOCC2)cc(C(C)(C)C)c1	-2.8	-7	1	-0.3
CCOC(=O)c1cccc(NC(=O)c2cc(C)nn2-c2ccccc2)c1	0.1	9	18	0.1
COc1cc(S(=O)(=O)N(Cc2ccccn2)CC2CCCO2)ccc1-n1cnnn1 (centres undefined)	-0.4	-3	1	0.2
O=C(NCc1ccc(Cl)cc1)N1CCC(Oc2nc3c(F)cccc3s2)CC1	-2.0	3	-4	0.6
c1ccc(CNc2cc(-c3ccccc3)ncn2)cc1	0.5	0	-18	0.1
Cn1ncc(Cl)c1C(=O)O	1.5	2	-1	0.0
Cc1ccc(C(=O)NC(=S)Nc2ccc(Cc3ccncc3)cc2)cc1C	-0.1	16	7	-0.1
CCOC(=O)C1=C(C)N=c2s/c(=C/c3ccc(OC(C)=O)c(OCC)c3)c(=O)n2C1c1ccc(C)cc1 (centres undefined)	-1.2	0	6	0.1
CCOC(=O)c1oc2ccccc2c1NC(=O)C1CCN(S(=O)(=O)c2ccc(Cl)cc2)CC1	-0.6	0	0	0.1
CCOc1ccc(N(CC(=O)NCc2ccccn2)S(=O)(=O)c2ccc(Cl)cc2)cc1	-0.2	-5	2	0.4

Reprinted from the part before: 3 entries; new compounds follow.
SMILES	GPR151 ag	MITF inh	TEAD-YAP inh	FBW7 activator
CCOC(=O)C1=C(C)N=c2s/c(=C/c3ccc(OC(C)=O)c(OCC)c3)c(=O)n2C1c1ccc(C)cc1 (centres undefined)	-1.2	0	6	0.1
CCOC(=O)c1oc2ccccc2c1NC(=O)C1CCN(S(=O)(=O)c2ccc(Cl)cc2)CC1	-0.6	0	0	0.1
CCOc1ccc(N(CC(=O)NCc2ccccn2)S(=O)(=O)c2ccc(Cl)cc2)cc1	-0.2	-5	2	0.4
CCCSC1=C(C#N)C(c2ccccc2OC)CC(=O)N1 (centres undefined)	0.9	-2	4	-0.2
CCc1ccc(OCc2nc(-c3ccccn3)no2)cc1	-2.3	21	-23	0.8
Cc1csc(N/N=C/c2ccc(O)c([N+](=O)[O-])c2)n1	-3.0	13	8	-0.6
COc1ccc(C2=N/C(=C/c3ccc(Cl)cc3)C(=O)O2)cc1OC	-1.1	12	4	0.3
CN(Cc1cnn(C)c1)Cc1ccc(C(=O)NCC2(O)CCCCC2)c(=O)[nH]1	1.2	0	-2	0.1
CCn1c(SCC(=O)c2ccc(F)cc2)nc2cccnc21	0.4	9	-3	0.1
COc1cc(-c2cc(C(F)(F)F)n3ncc(C(=O)Nc4ccc(C)c(C)c4)c3n2)cc(OC)c1OC	0.0	-8	8	0.0
COc1ccc(NC(=O)C2CCCN(c3cc(C)nc4ncnn34)C2)cc1 (centres undefined)	0.6	-13	6	0.1
CC1=C(C(N)=O)C(c2cccnc2)n2nc(-c3cccc(Cl)c3)nc2N1 (centres undefined)	0.1	16	-7	0.3
COc1cccc(N2C(=O)C3C4C=CC(C4=C4CCCC4)C3C2=O)c1 (centres undefined)	1.1	-5	-4	0.2
COc1ccc(SCC(=O)Nc2nc(-c3ccc(F)cc3)cs2)cc1	-0.7	-5	5	-0.2
COc1ccccc1N1CCN(c2ncc(C(=O)N3CCCCC3)c3ccccc23)CC1	-0.9	23	21	0.0
Cc1ccc(-c2cc(C(F)(F)F)n3ncc(C(=O)N4CCN(C(c5ccccc5)c5ccccc5)CC4)c3n2)cc1	0.3	-11	-4	-0.1
COC(=O)c1cc(CN2C(=O)NC3(CCCCC3)C2=O)oc1C	-0.7	-2	-3	0.1
Cc1ccc(NC(=O)C2CC3c4ccccc4C2c2ccccc23)cc1 (centres undefined)	-0.2	18	-4	0.2
CC(C)(C)c1ccc(OCC(=O)Nc2ccccc2C(F)(F)F)cc1	1.0	4	-8	-0.5
CCc1ccc(C2C(C#N)=C(N)N(N3CCOCC3)C3=C2C(=O)CC(C)(C)C3)s1 (centres undefined)	-2.0	-9	-8	-0.2
COc1cc(C=O)ccc1OCc1nnnn1-c1ccc(C)cc1	-0.9	3	9	0.0
CSc1ncccc1C(=O)Nc1c(F)c(F)cc(F)c1F	1.1	-12	-5	0.4
COc1ccc(Br)c(C(=O)Nc2cc(C(=O)Nc3cccc(C(C)=O)c3)ccc2N2CC3CC(C2)c2cccc(=O)n2C3)c1 (centres undefined)	-0.5	-1	-9	-0.1
CCN(CC)Cc1c(C)[nH]c2c(C)cc(C)cc2c1=O	1.1	-18	-3	0.0
O=C(CSc1ccccc1[N+](=O)[O-])NC1CCS(=O)(=O)C1 (centres undefined)	0.2	10	1	0.9
O=c1cc(Cn2nnc(-c3ccccc3)n2)[nH]c(=O)[nH]1	-0.3	-13	-5	-0.2
CC1(C)C(C=C(Cl)Cl)C1C(=O)N/N=C/c1ccccc1F (centres undefined)	-0.7	1	-7	0.2
CCCCc1ccc(C(=O)Nn2c(-c3cc(OC)c(OC)c(OC)c3)nc3ccccc3c2=O)cc1	-1.5	1	12	0.2

3 entries already listed, sorted by heavy-atom count, largest number first.
SMILES	GPR151 ag	MITF inh	TEAD-YAP inh	FBW7 activator
CN(Cc1cnn(C)c1)Cc1ccc(C(=O)NCC2(O)CCCCC2)c(=O)[nH]1	1.2	0	-2	0.1
O=c1cc(Cn2nnc(-c3ccccc3)n2)[nH]c(=O)[nH]1	-0.3	-13	-5	-0.2
Cc1csc(N/N=C/c2ccc(O)c([N+](=O)[O-])c2)n1	-3.0	13	8	-0.6

(list continues)
SMILES	GPR151 ag	MITF inh	TEAD-YAP inh	FBW7 activator
COc1ccc(CNC(=O)C(=O)Nc2ccc(Cl)c(C(F)(F)F)c2)cc1	1.5	3	17	0.0
CCn1c(O)c(C=Nc2ccccc2)sc1=O	-1.1	-7	0	0.5
Cc1nn(C)cc1CN1CC[C@H]2[C@H](CCC(=O)N2Cc2cccnc2)C1	0.9	1	-5	0.0
O=C(CCN1C(=O)c2cccc([N+](=O)[O-])c2C1=O)NCC1CCCO1 (centres undefined)	-1.5	13	3	-0.2
O=C(CSCC(=O)Nc1ccccc1)NCCSCc1ccccc1	0.8	-8	-2	0.2
COCC(=O)N1CCCC(CCC(=O)NCc2ccccc2F)C1 (centres undefined)	0.9	9	2	0.1
CCN(C(=O)Cn1ncn2c(cc3ccccc32)c1=O)c1cccc(C)c1	-0.2	-9	-3	0.2
COc1ccc(NC(=O)CSc2nc3sc(C)c(C)c3c(=O)[nH]2)cc1	0.8	-13	-1	-0.2
Clc1ccccc1OCOCOc1ccccc1Cl	-0.3	0	-42	0.1
CCOC(=O)NC(=S)Nc1ccc(NC(C)=O)cc1	1.0	12	-13	0.9
O=CN1CCN(C(=O)CCCOc2ccccc2)CC1	1.0	2	-44	0.0
CCOc1ccc(NC(=O)CSc2nc(NCc3ccc(Cl)cc3)c3ccccc3n2)cc1	-0.1	-3	3	0.0
Cc1cccc(Nc2nnc(SCC(=O)N3CC(=O)Nc4ccccc43)s2)c1C	2.2	10	6	0.1
NNC(=O)c1ccc(S(=O)(=O)NCCCN2CCOCC2)cc1	-1.1	-16	-11	-0.3
C=CCOC(=O)COc1ccc2c3c(c(=O)oc2c1)CCCC3	1.0	7	-7	-0.6
CCOC(=O)c1nc(Nc2ccc(Cl)cc2)c2ccccc2n1	1.3	0	4	0.1
COc1ccc(S(=O)(=O)N2CCC(N3CCN(C)CC3)CC2)cc1	-0.7	73*	5	0.0
O=C(Nc1ccc(Cc2nc3ccccc3[nH]2)cc1)c1ccco1	0.4	-3	-4	-0.1
Nc1nc(-c2ccccc2)nc2c1ncn2C1CCCCC1	0.6	4	9	0.0
CC(Oc1ccccc1F)C(=O)Nc1ccccc1[N+](=O)[O-] (centres undefined)	1.4	-3	-31	-0.8
CCCN(CCC)C(=O)CSc1nc2ccccc2c(=O)n1CC1CCC(C(=O)NCc2ccccc2Cl)CC1 (centres undefined)	0.7	1	-10	0.0
Cc1ccc(N(CC(=O)Nc2ccc(C)c(C)c2)S(=O)(=O)c2c(C)noc2C)cc1	-0.5	-4	12	0.0
COc1ccccc1OC(C)C(=O)Nc1ccc(I)cc1 (centres undefined)	0.7	-2	-7	0.0
Cc1cc(C)nc(NS(=O)(=O)c2ccc(NC(=O)COc3ccc(C)c(C)c3)cc2)n1	-2.1	12	8	0.8

Rewritten as labelled records: entries from further up.
CCOC(=O)NC(=S)Nc1ccc(NC(C)=O)cc1
  GPR151 ag: 1.0; MITF inh: 12; TEAD-YAP inh: -13; FBW7 activator: 0.9

COCC(=O)N1CCCC(CCC(=O)NCc2ccccc2F)C1 (centres undefined)
  GPR151 ag: 0.9; MITF inh: 9; TEAD-YAP inh: 2; FBW7 activator: 0.1

COc1ccc(CNC(=O)C(=O)Nc2ccc(Cl)c(C(F)(F)F)c2)cc1
  GPR151 ag: 1.5; MITF inh: 3; TEAD-YAP inh: 17; FBW7 activator: 0.0

Compound activity (PubChem)
